GLS inh – qHTS for Inhibitors of Glutaminase (GLS). Glutaminase kidney isoform, mitochondrial (Homo sapiens), O94925. GLS enzymatic activity, qHTS titration. Potency, µM (highest dose often 45.5 µM), for inactives: top-dose activity change, negative = inhibition, hits mostly inhibitors. actives 0.21% (n = 410,000). AID 624170, 2012; also: potency is read from the fitted curve at half-maximal effect; % is scaled to controls: 0 for no effect and ±100 for the full control effect
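Two-point fluorescence kinetic (t0, 30 min RT) for hKGA; glutamate detected via glutamate oxidase–HRP–Amplex Red. Substrate: 1 mM L-glutamine solution; buffer 45 mM KH2PO4, pH 8.2.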
PI4K2A block – qHTS for small molecular inhibitors of PI4K2A | Phosphatidylinositol 4-kinase type 2-alpha (Homo sapiens), Q9BTU6 | purified PI4K2A, ADP-Glo luminescence, 1 h; hits give low values | activity change, negative = inhibition, % at 76.9 µM | actives 0.13% (n = 420,000) | AID 1346378, 2018; in the data active = activity change below about -50%; inconclusive = mostly about -30% to -49%;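 also: -100% = wells without enzyme as full effect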
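ADP-Glo luminescence measured ADP generated by PI4K2A enzyme (4 ug/mL before mixing) with 1.2 mM PI substrate (pre-mix) and 300 microM ATP (pre-mix). Tris pH7.5 buffer with MgCl2, Triton X-100; 1 h reaction at ambient temperature.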
Pin1 inhibitor – qHTS Assay to Find Inhibitors of Pin1 | Peptidyl-prolyl cis-trans isomerase NIMA-interacting 1 (Homo sapiens), Q13526 | Pin1 FP peptide displacement, HiFluor488, 10 min | Potency, µM (doses to about 115 µM), for the others: top-dose activity, negative = inhibition, hits mostly inhibitors | actives 0.009% (n = 390,000); active = well fitted inhibition curve with a large enough effect in the polarisation, with a control signal flat, not every such curve was filed as active; inconclusive = small, poorly fitted or top-dose-only effect, or effect the other way, or a change in a side signal; inactive = no such curve, though single readings can be large or run the other way; the % refers to the polarisation; also: potency is read from the fitted curve at half-maximal effect; % is scaled to controls: 0 for no effect and ±100 for the full control effect
mIDH1 inhibitor – qHTS for Inhibitors of mutant isocitrate dehydrogenase 1 (IDH1): qHTS; IDH1-R132H enzyme, NADPH consumption, diaphorase/resazurin fluorescence; actives 0.093% (n = 390,000); Isocitrate dehydrogenase [NADP] cytoplasmic (Homo sapiens), O75874; Potency, µM (series often up to 76.6 µM), for the others: at the top dose activity change, negative = inhibition, hits mostly inhibitors; also: potency is read from the fitted curve at half-maximal effect; % is scaled to controls: 0 for no effect and ±100 for the full control effect; nearly all actives have a fitted effect of over 65% in size
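IDH1-R132H (0.5 ug/mL) preincubated 30 min with compound, then NADPH (0.016 mM) and alpha-KG (2 mM) added; 80 min at RT, pH 7.5. Remaining NADPH coupled via diaphorase/resazurin to fluorescence (540/590 nm); concentration-response curves normalized to no-enzyme control.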
HP1b binding inh – HTS for Inhibitors of HP1-beta Chromodomain Interactions with Methylated Histone Tails; Potency, µM (doses to about 114 µM), inactives show at the top dose activity change, negative = inhibition, hits mostly inhibitors; actives 0.56% (n = 390,000); AlphaScreen HP1-beta / biotin-H3K9me3 peptide binding; also: potency is read from the fitted curve at half-maximal effect; nearly all actives have a fitted effect of over 70% in size; inactives centre near 23
Target sequence (P83916 whole entry, looked up): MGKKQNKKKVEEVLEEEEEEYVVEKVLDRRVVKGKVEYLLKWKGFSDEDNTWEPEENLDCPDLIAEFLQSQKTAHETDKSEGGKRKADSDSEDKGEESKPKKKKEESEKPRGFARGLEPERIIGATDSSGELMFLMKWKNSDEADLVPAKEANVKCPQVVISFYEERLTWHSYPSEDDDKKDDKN
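HP1-beta protein (50 nM final) preincubated 30 min at room temperature with biotinylated H3(1-18)K9me3 peptide (50 nM) in PBS pH 7.4, 0.01% Tween-20, then compound added for 30 min. AlphaScreen streptavidin donor/nickel chelate acceptor beads (10 ug/mL final), 30 min dark, luminescence read.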
TrxR1 substrate – qHTS Assay for Substrates of Mammalian Selenoprotein Thioredoxin Reductase 1 (TrxR1): qHTS; Thioredoxin reductase 1, cytoplasmic (Rattus norvegicus), O89049; purified TrxR1 substrate turnover, NADPH consumption readout; actives 0.01% (n = 390,000); AID 588456, 2011; Potency, µM (series often up to 114 µM), inactives show at the highest dose activity change, negative = substrate turnover; also: potency is read from the fitted curve at half-maximal effect; % is scaled to controls: 0 for no effect and ±100 for the full control effect; nearly all actives have a fitted effect of over 50% in size
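Rat TrxR1, dispensed at 90 nM, was prereduced with 400 uM NADPH (final) for 5 min at ~22 deg C, then incubated with compound 15 min before 400 uM selenite. A first-read NADPH fluorescence drop versus no-compound background flagged substrates.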
USP1-UAF1 inh – Inhibitors of USP1/UAF1: Primary Screen; Ubiquitin carboxyl-terminal hydrolase 1 (Homo sapiens), O94782; recombinant USP1/UAF1, Ub-Rhodamine cleavage fluorescence; Potency, µM (titrated, usually from 57.1 µM), for the others: at the top dose activity change, negative = inhibition, most hits filed as inhibitors; actives 0.23% (n = 390,000); AID 743255, 2014; also: potency is read from the fitted curve at half-maximal effect; % is scaled to controls: 0 for no effect and ±100 for the full control effect; nearly all actives have a fitted effect of over 60% in size; inactives centre near -12
Target sequence (O94782 whole entry, looked up): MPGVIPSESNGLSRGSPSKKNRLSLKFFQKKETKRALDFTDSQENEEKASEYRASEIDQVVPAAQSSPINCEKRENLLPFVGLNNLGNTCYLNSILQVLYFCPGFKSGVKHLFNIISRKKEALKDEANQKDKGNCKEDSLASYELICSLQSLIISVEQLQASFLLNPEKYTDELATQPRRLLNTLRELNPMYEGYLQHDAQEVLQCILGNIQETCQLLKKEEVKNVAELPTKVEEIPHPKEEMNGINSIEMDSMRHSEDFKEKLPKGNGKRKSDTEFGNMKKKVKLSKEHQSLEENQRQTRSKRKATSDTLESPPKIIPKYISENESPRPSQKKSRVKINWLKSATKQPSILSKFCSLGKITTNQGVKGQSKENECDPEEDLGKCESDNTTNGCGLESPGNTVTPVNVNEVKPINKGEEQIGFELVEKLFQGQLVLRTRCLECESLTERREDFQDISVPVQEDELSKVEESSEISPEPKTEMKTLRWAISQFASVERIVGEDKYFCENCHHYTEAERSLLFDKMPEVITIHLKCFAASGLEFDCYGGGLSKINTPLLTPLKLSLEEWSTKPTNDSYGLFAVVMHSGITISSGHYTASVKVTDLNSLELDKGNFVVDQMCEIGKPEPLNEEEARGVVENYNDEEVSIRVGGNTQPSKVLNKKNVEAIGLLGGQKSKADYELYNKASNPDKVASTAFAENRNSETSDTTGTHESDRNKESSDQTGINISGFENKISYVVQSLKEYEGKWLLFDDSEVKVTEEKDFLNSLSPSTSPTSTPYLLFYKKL
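Step one: compound is pinned into 1nM USP1/UAF1 in HEPES pH 7.8 buffer with TCEP. Step two: 15 min room-temperature incubation. Step three: Ub-Rho (150nM final) starts cleavage, tracked by fluorescence over six one-minute reads.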
Tb PGK inh – qHTS Assay to Find Inhibitors of Phosphoglycerate Kinase | PGK/GAPDH coupled, Kinase-Glo luminescence, 60 min | Potency, µM (titrated, usually from 57.5 µM), for inactives: at the highest dose activity change, negative = inhibition, actives largely listed as inhibitors | actives 0.043% (n = 380,000); also: potency is read from the fitted curve at half-maximal effect; % is scaled to controls: 0 for no effect and ±100 for the full control effect; nearly all actives have a fitted effect of over 60% in size
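Luminescent ATP detection (Kinase-Glo Plus) follows a 60-minute room-temperature incubation, with wells lacking PGK as controls. Buffer: 100 mM TEA (pH 7.6), 5 mM MgCl2, 0.01% Tween-20. Coupling enzyme GAPDH (100 nM final) supplies unstable 1,3-BPG in-well.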
TrxR1 inh – qHTS Assay for Inhibitors of Mammalian Selenoprotein Thioredoxin Reductase 1 (TrxR1): qHTS; Thioredoxin reductase 1, cytoplasmic (Rattus norvegicus), O89049; recombinant rTrxR1, NADPH fluorescence consumption, selenite substrate; Potency, µM (highest dose often 114 µM), without a hit: top-dose activity change, negative = inhibition, usual class: inhibitors; actives 1% (n = 390,000); also: potency is read from the fitted curve at half-maximal effect; % is scaled to controls: 0 for no effect and ±100 for the full control effect; nearly all actives have a fitted effect of over 65% in size
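Rat TrxR1 (90 nM in the dispensed reagent) was pre-reduced with 400 uM NADPH for 5 min at room temperature, then incubated with compound for 15 min. After 400 uM selenite was added, NADPH fluorescence (Ex 340/Em 450 nm) was followed for 8 min.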
* = called active by the depositor; i = inactive; ? = inconclusive; · = no result given; [ ] = remark or other dose. Unless noted, calls follow the shape of the dose curve; as a rule, active = well fitted curve in the direction sought with a large enough effect; inconclusive = small, poorly fitted or top-dose-only effect, or another doubt; inactive = no such curve, though single readings can be large; an effect the other way counts as inactive or inconclusive. Only part of the results is shown (hit frequency here may not be typical).

compound	Pin1 inhibitor	mIDH1 inhibitor	TrxR1 inh	PI4K2A block	TrxR1 substrate	GLS inh	Tb PGK inh	HP1b binding inh	USP1-UAF1 inh
O=C1NC(=O)C(C(CC(=O)c2ccccc2)c2ccccc2)C(=O)N1 (stereo not drawn)	6%	9%	13%[57.1 µM]	-2	-15%[57.1 µM]	0%	-1%	27%	-10%
COc1cccc(N2C(=O)CC(=O)NC2=O)c1	17%	6%	-23%	-14	-4%	0%	-5%	3%	-6%
O=C1CCCC2C3CCCN4CCCC(CN12)C34 (stereo not drawn)	-6%	-15%	11%	0	4%	11%	-7%	20%	-22%
O=S(=O)(c1ccc(F)cc1)N1CN2CCN(C2)C1	-13%	1%	16%	-1	-2%	4%	-3%	79%[activator]	2%
COc1ccc(NC(=O)c2ccco2)cc1NC(=O)COc1cc(C)cc(C)c1	6%	1%	0%	1	1%	-1%	i	41%[activator]	-10%
Cc1cc(OC(C)C(=O)NCc2cccnc2)c2c3c(c(=O)oc2c1)CCC3 (stereo not drawn)	7%	0%	16%	15	18%	-20%	1%	95%[activator]	-20%
Cc1ccc(OCC(=O)N2CCN(Cc3ccc([N+](=O)[O-])cc3)CC2)cc1	-3%	-5%	8%	-3	-7%	3%	-10%	-26%	-9%
CCOP(=O)(OCC)C(NC(=O)c1ccc(OC)cc1)C(Cl)(Cl)Cl (stereo not drawn)	-8%	0%	16%	-4	6%	1%	-2%	14%	-16%

More entries.
compound	Pin1 inhibitor	mIDH1 inhibitor	TrxR1 inh	PI4K2A block	TrxR1 substrate	GLS inh	Tb PGK inh	HP1b binding inh	USP1-UAF1 inh
Cc1ccc(NC(=O)CCSc2nnc(Cc3ccccc3)o2)cc1	-4%	1%	-9%	7	-8%	3%	i	46%[activator]	-11%
CCCCSP1(=S)NCCCN1	-4%	14%	16%[57.1 µM]	2	2%	-8%	3%	24%	-18%
[N-]=[N+]=NCCN1CCC(O)CCC1=O (stereo not drawn)	-1%	-15%	9%[57.1 µM]	-1	6%[57.1 µM]	-1%	11%	29%	-2%
O=C(C(=O)N1CCOCC1)c1cn(Cc2ccccc2)c2ccccc12	-4%	16%	11%[57.1 µM]	1	5%[57.1 µM]	4%	10%	23%	-13%
Cc1ccc(NC(=O)CN2C(=O)CN=C(c3ccccc3)c3cc(Cl)ccc32)cc1	?	3%	21%	4	-6%	8%	-6%	-6%	0%
CS(=O)(=O)c1ccc(C2=C(CNC(=O)c3ccncc3)[C@H]3CC[C@@H](C2)N3Cc2ccco2)cc1	·	1%	·	0	·	-1%	-2%	·	-25%
CCCNS(=O)(=O)c1ccc(OCC(=O)N2CCN(C)CC2)cc1	-11%	-1%	47%[activator]	-5	16%	-2%	-10%	6%	7%
CCc1ccc(N2C(=O)NC(=O)/C(=C\C=C\c3ccco3)C2=O)cc1	?	2%	-28%	?	-4%	-19%	-14%	10%	-21%

The list goes on.
compound	Pin1 inhibitor	mIDH1 inhibitor	TrxR1 inh	PI4K2A block	TrxR1 substrate	GLS inh	Tb PGK inh	HP1b binding inh	USP1-UAF1 inh
OC[C@H]1O[C@@H](n2cnc3cc(Cl)c(Cl)cc32)[C@H](O)[C@@H]1O	-4%	8%	5%	-3	5%	-5%	-5%	55%[activator]	-21%
COc1ccc(OCC(=O)Nc2ccc(Cl)cc2C(=O)c2ccccc2)cc1	-1%	1%	19%	-1	6%	1%	-7%	15%	-9%
O=C(NC(=S)N1C[C@H]2C[C@H](C1)c1cccc(=O)n1C2)c1ccc(Cl)cc1	0%	-9%	-11%	1	3%	12%	-2%	11%	-12%
COc1cc(C(=O)Nc2ccc(Br)cc2C(=O)c2ccccc2Cl)cc(OC)c1OC	-7%	3%	-13%	-5	-12%	1%	-7%	11%	-10%
CC(=O)OC1CCC2(C)C(CCC3C4CC(N5CC5)C(C(C)=O)C4(C)CC(=O)C32)C1 (stereo not drawn)	-13%	11%	6%	2	-1%	13%	-2%	14%	-4%
Cc1ccc(-n2c(O)c(C=NCCC3=CCCCC3)c(=O)[nH]c2=O)cc1	-5%	5%	9%[57.1 µM]	3	7%[57.1 µM]	0%	0%	48%[activator]	-15%
C[C@]12CCC3C(CC[C@H]4C[C@@H](O)CC[C@]34C)C1C[C@@H](O)[C@]2(C)O (stereo partly drawn)	0%	3%	21%	-6	4%	-15%	i	-3%	?
CCCCc1nc2ccccc2c(=O)n1-c1ccccc1O	3%	10%	-6%	-12	-8%	12%	-3%	7%	-5%

Carrying on:
compound	Pin1 inhibitor	mIDH1 inhibitor	TrxR1 inh	PI4K2A block	TrxR1 substrate	GLS inh	Tb PGK inh	HP1b binding inh	USP1-UAF1 inh
CC12CCCCC1N(O)CN2O (stereo not drawn)	-1%	12%	-26%	-7	0%	23%	-8%	46%[activator]	-19%
O=c1[nH]c(=S)n(-c2ccccc2)c(O)c1/C=N/N1CCCCC1c1cccnc1 (stereo not drawn)	?	0%	-16%	1	-6%	-3%	i	40%	-21%
Clc1ccccc1CN1CCN(c2ccccc2)CC1	-6%	9%	27%	7	-3%	2%	·	?	-3%
c1cc2c(cc1CCNC1CCCCCC1)OCO2	-13%	-3%	1%	4	1%	1%	-6%	?	-16%
COC(=O)C1=C(c2c(C)noc2C)C[C@@H]2CC[C@H]1N2C(=O)N1CCCCC1	0%	14%	10%[57.1 µM]	2	5%	-10%	0%	33%	-19%
N/C(=N\[N+](=O)[O-])N1CCN(C(=O)c2ccccn2)CC1	-11%	-4%	0%[57.1 µM]	7	-3%	5%	-9%	13%	-3%
CCOC(=O)C(=O)NC1CCSC1=O (stereo not drawn)	3%	-1%	7%	-9	3%	4%	·	3%	6%
CCN(CC)CCCN=Cc1c(O)n(-c2cccc(C)c2C)c(=O)[nH]c1=O	-13%	-1%	2%[57.1 µM]	-6	4%[57.1 µM]	-3%	6%	24%	-1%

Structures shown so far that contain an NH in an aromatic ring, in the order listed:
compound	Pin1 inhibitor	mIDH1 inhibitor	TrxR1 inh	PI4K2A block	TrxR1 substrate	GLS inh	Tb PGK inh	HP1b binding inh	USP1-UAF1 inh
Cc1ccc(-n2c(O)c(C=NCCC3=CCCCC3)c(=O)[nH]c2=O)cc1	-5%	5%	9%[57.1 µM]	3	7%[57.1 µM]	0%	0%	48%[activator]	-15%
O=c1[nH]c(=S)n(-c2ccccc2)c(O)c1/C=N/N1CCCCC1c1cccnc1 (stereo not drawn)	?	0%	-16%	1	-6%	-3%	i	40%	-21%
CCN(CC)CCCN=Cc1c(O)n(-c2cccc(C)c2C)c(=O)[nH]c1=O	-13%	-1%	2%[57.1 µM]	-6	4%[57.1 µM]	-3%	6%	24%	-1%

(continued)
compound	Pin1 inhibitor	mIDH1 inhibitor	TrxR1 inh	PI4K2A block	TrxR1 substrate	GLS inh	Tb PGK inh	HP1b binding inh	USP1-UAF1 inh
Cc1cc(OCC(=O)N2CCN(CCc3ccccn3)CC2)cc(C)c1Cl	1%	18%	12%	1	1%	-6%	-7%	46%[activator]	-11%
CC(NC(=O)Cn1c(=O)oc2cc(S(=O)(=O)N3CCCC3)ccc21)c1ccccc1 (stereo not drawn)	0%	5%	21%	-9	-1%	2%	i	69%[activator]	-20%
CC(C)Cc1nnc(NC(=O)CCC(=O)N2CCC3(CC2)OCCO3)s1	-3%	-12%	15%[57.1 µM]	0	5%[57.1 µM]	9%	-3%	7%	-7%
CCCNC(=O)N1[C@H]2CC[C@@H]1C(C(=O)OC)=C(c1ccc(-c3ccccc3)c(F)c1)C2	-2%	9%	22%	-1	1%	-2%	i	22%	-22%
CN1CCN(c2csc3ccc(F)cc3c2=O)CC1	-10%	-4%	3%[57.1 µM]	-5	-1%[57.1 µM]	1%	-3%	22%[57 µM]	-21%
CC=C(CC)C1(CC)C(=O)NC(=S)NC1=O	-1%	1%	-6%[11.4 µM]	1	8%[57.1 µM]	1%	4%	24%	3%
CC1(C)C(c2ccccc2)=NC(c2cccnc2)=[N+]1[O-]	4%	-1%	3%[57.1 µM]	-12	2%[57.1 µM]	0%	5%	-9%	-20%
C=CCOc1nc(-c2ccccc2Cl)nc2ccccc12	0%	14%	0%[57.1 µM]	-1	4%[57.1 µM]	0%	-1%	103%[activator]	-14%
CC(CC(C)(C)N1CC1)=NO	-9%	1%	-18%	5	0%	-4%	-6%	49%[activator]	-17%

Part of the list above with just GLS inh.
molecule,GLS inh
CC(C)Cc1nnc(NC(=O)CCC(=O)N2CCC3(CC2)OCCO3)s1,9%
CCCNC(=O)N1[C@H]2CC[C@@H]1C(C(=O)OC)=C(c1ccc(-c3ccccc3)c(F)c1)C2,-2%
